PI5P4K alpha inh: PI5P4K alpha (human) kinase inhibition; P48426; PI5P4Kalpha enzyme, ADP-Glo luminescence, 60 min; active compounds read low; max response, %; 330,000 tested, 1.2% active; active = max response of -50% or lower; inconclusive = between -30% and -50%; inactive = -30% or higher; note: value at the top dose of about 77 µM; % is set by controls: 0 for no effect and ±100 for the full control effect
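Luminescence from ADP-Glo served as readout of PI5P4Kalpha activity in a qHTS format. Reaction: enzyme, substrate, compound, ATP at 5 microM final, 60 min at RT.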
WRN inhibitor: inhibitors of human WRN helicase; AID 651768; WRN helicase unwinding, fluorescent forked duplex, kinetic; 360,000 tested, 0.46% active; Potency, µM (titrated, usually from 114 µM), inactives show top-dose activity change, negative = inhibition, hits mostly inhibitors; note: potency is the fitted concentration of half-maximal effect; % is set by controls: 0 for no effect and ±100 for the full control effect; nearly all actives have a fitted effect of over 55% in size
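WRN at 20 nM final preincubated with compound 15 min at room temperature; reaction started with 100 nM fluorophore/quencher forked duplex oligonucleotide and 2 mM ATP final. Unwinding followed kinetically by red fluorescence (ex 525, em 598 nm).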
PLK1 PBD inh: PLK1 (human) polo-box domain binding inhibition | Potency, µM, for inactives: max response, negative = inhibition, usual class: inhibitors | 360,000 tested, 2.8% active | Plk1 PBD binding of FITC phosphopeptide, fluorescence polarization; note: potency is the fitted concentration of half-maximal effect; series mostly up to about 57 µM; % is set by controls: 0 for no effect and ±100 for the full control effect; nearly all actives have a fitted effect of over 65% in size
EPAC1 ag: activates human EPAC1 exchange factor. O95398. EPAC1 agonist qHTS, biochemical assay; response scale: 100% = response to 6.5 mM cAMP. Potency, µM (doses to about 154 µM), inactives show at the highest dose activation, hits mostly activators. 360,000 tested, 0.073% active. AID 720707; note: potency is the fitted concentration of half-maximal effect; nearly all actives have a fitted effect of over 60% in size
Target sequence (O95398 whole entry, looked up): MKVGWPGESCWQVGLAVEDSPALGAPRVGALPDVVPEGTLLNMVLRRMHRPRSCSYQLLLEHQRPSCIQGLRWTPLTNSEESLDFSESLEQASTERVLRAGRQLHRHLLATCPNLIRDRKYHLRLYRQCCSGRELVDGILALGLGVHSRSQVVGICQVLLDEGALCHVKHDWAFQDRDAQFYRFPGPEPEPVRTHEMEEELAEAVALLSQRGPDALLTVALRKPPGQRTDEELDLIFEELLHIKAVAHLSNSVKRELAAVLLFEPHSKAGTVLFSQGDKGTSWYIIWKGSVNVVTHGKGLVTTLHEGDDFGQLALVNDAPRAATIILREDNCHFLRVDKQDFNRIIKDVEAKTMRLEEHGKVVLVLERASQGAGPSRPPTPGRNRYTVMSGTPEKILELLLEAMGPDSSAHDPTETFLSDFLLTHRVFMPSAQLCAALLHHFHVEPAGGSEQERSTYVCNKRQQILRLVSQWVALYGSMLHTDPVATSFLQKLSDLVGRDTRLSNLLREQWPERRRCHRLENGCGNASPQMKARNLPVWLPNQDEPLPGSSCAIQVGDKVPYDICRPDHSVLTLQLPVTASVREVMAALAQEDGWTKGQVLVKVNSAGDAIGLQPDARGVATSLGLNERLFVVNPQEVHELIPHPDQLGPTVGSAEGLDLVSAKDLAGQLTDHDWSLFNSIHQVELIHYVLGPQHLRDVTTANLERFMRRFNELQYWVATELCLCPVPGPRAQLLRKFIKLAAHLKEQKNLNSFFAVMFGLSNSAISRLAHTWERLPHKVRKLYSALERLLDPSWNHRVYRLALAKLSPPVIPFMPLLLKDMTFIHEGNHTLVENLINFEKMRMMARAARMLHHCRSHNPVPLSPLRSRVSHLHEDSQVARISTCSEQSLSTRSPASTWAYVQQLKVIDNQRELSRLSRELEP
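Compounds were pinned as a concentration titration into mixtures of EPAC1 (100 nM), BODIPY-GDP-loaded Rap1B (250 nM) and GDP (50 uM). After 5 min at room temperature, fluorescence was followed for 30 min; activity was scaled to 6.5 mM cAMP.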
EPAC1 antag: blocks human EPAC1 exchange factor; O95398; EPAC1 GEF assay, Rap1b-BODIPY-GDP exchange fluorescence; Potency, µM (top dose mostly 115 µM), without a hit: top-dose activity change, negative = inhibition, actives largely listed as inhibitors; 360,000 tested, 0.14% active;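 note: potency is the fitted concentration of half-maximal effect; plate controls were vehicle for no effect and positive control for full effect; nearly all actives have a fitted effect of over 50% in size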
FUS yeast rescue: FUS proteinopathy suppression in yeast; S. cerevisiae FUS-expressing, growth rescue, OD600, 24 h; Potency, µM (highest dose often 76.6 µM), for the others: at the top dose growth rescue (activation), hits mostly activators; 390,000 tested, 0.24% active;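 note: potency is the fitted concentration of half-maximal effect; plate controls were DMSO vehicle for no effect and reference control for full effect; nearly all actives have a fitted effect of over 55% in size; some results filed as inactive show a strong effect at the top dose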
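S. cerevisiae expressing FUS from galactose induction served as the toxicity model. Growth after 24hr at 30C, read as absorbance at 600 nm, indicates suppression of toxicity; compounds dosed at several concentrations.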
IL2 activator: activators of IL-2; IL-2 activation reporter assay, cell-based qHTS; stimulated with anti-CD3/CD4/CD28 beads; in transgenic mouse T cells; activation, % (series mostly up to about 46 µM); 360,000 tested, 0.065% active; AID 652025; in the data active = activation above about 50%; inconclusive = mostly about 30% to 49%; note: 0% is about no effect
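Quantitative HTS in unstimulated transgenic mouse T cells, with memory T cells as non-tolerant control and PMA/ionomycin as tolerance-bypass control. Compound pretreatment lasted 60 minutes before 18 h bead stimulation; EGFP/DsRed fluorescence read.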
Abeta rescue: A-beta toxicity reversal in yeast; yeast expressing A-beta42, growth rescue, OD600, 48 h; response scale: 0% DMSO, 100% iron-clioquinol control; Potency, µM (top dose mostly 46.1 µM), inactives show top-dose growth rescue, usual class: activators; 410,000 tested, 0.063% active; AID 1347071; note: potency is the fitted concentration of half-maximal effect; nearly all actives have a fitted effect of over 55% in size
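Yeast A-beta toxicity model in growth medium with pinned compounds, 48 h at 30 C; growth read as absorbance at 600 nm. Normalized to FeCl3/clioquinol equimolar mix (positive) and DMSO (negative).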
The depositor's hits bear a star; ? = inconclusive; / = not tested or not shown; & = joins results of further samples; [ ] = dose if it differs, or a comment. Unless noted, calls come from the whole dose curve; as a rule, active = well fitted curve in the direction sought with a large enough effect; inconclusive = small, poorly fitted or top-dose-only effect, or another doubt; inactive = no such curve, though single readings can be large; an effect the other way counts as inactive or inconclusive.

SMILES | PI5P4K alpha inh | WRN inhibitor | PLK1 PBD inh | EPAC1 ag | EPAC1 antag | FUS yeast rescue | IL2 activator | Abeta rescue
O=C(NC1CC2CCC(C1)N2Cc1ccccc1)c1ccccc1Br (stereo not given) | 0 | -4% | -14% | 13% | -11% | -6% | 0.6 | 5%
CCOC(=O)c1c(NC(=O)c2c(C)noc2C)sc2c1CCCCC2 | 8 | -9% | -17% | 1% | 5% | 11% | -0.1 | -18%
Fc1ccccc1C1c2[nH]c3ccccc3c2CCN1Cc1cccn1-c1ncccn1 (stereo not given) | 2 | -5% | 8% | 23% | -14% | -1% | -3.3 | -9%
O=C(CSc1nc2ccccc2c(=O)n1CCCN1CCOCC1)Nc1ccc(F)c(Cl)c1 | -3 | -7% | 5% | 10% | -3% | -2% | -0.5 | 14%
COC(=O)C(C)Sc1nc2c(cnn2-c2ccc(C)cc2)c(=O)[nH]1 (stereo not given) | 7 | -6% | 1% | 11% | -13% | 15% | 2.4 | -7%
Cc1ncc([N+](=O)[O-])n1CC(=O)N/N=C/c1ccc(F)cc1 | -11 | 17% | -5% | -8% | -1% | -29% | -0.2 | 7%
O=C(C[C@H]1C/C=C\C[C@H](NC(=O)OCC2c3ccccc3-c3ccccc32)C(=O)OC[C@@H]2CCCN2C1=O)NCCO | 2 | 2% | -4% | -17% | 5% | 3% | 0.6 | 9%
O=C(CSc1c2c(nc3ccc(Cl)cc13)CCCC2)NCc1ccco1 | 4 | -7% | -13% | 9% | -12% | 19% | -3.0 | 9%
CCCn1c(=N)n(CC(=O)C(C)(C)C)c2ccccc21 | 5 | -2% | -9% | -1% | -2% | 17% | -1.2 | 27%
Nc1n[nH]c(S(=O)(=O)CCCc2ccccc2)n1 | 1 | 2% | -8% | -4% | -3% | -5% | 1.6 | 21%
CC1CCN(S(=O)(=O)c2ccc(C(=O)NCc3ccco3)cc2)CC1 | 1 | -9% | 2% | -14% | -2% | -6% | 4.1 | -4%
Oc1cccc2cc(-c3ccncc3)cnc12 | / | / | / | -10% | 3% | -16% | -0.9 | -30%
CNC(=S)NC1CC2CCCC(C1)N2Cc1ccco1 (stereo not given) | / | -2% | 2% | 6% | 5% | -15% | 0.2 | 8%
CCCN(CCC)CCNC(=O)c1cc2c(=O)n(CC)c3ccccc3c2s1 | -8 | 8% | -10% | -1% | 1% | 9% | 1.1 | -24%
O=C(NCCCN1CCOCC1)c1ccc2c(c1)N(Cc1ccc(F)cc1)CCS2 | -1 | 3% | -7% | -6% | 8% | 17% | -3.7 | -1%
O=C(CCc1nnc2ccc(NCc3ccco3)nn12)N1CCN(c2ccccc2)CC1 | ? | -10%[11.6 µM] | 19µM* | -1% | 8% | 15% | 0.6 | 8%
O=C(O)CCc1nc2cccnc2n1Cc1ccccc1 | / | 2% | -5% | -4% | 23% | 19% | -2.0 | 2%
Cc1cnc(SCc2cnc(C)nc2N)nc1 | 0 | 1% | -8% | 9% | 4% | -23% | -1.6 | 4%
Cc1c(NC(=O)COC(=O)C2=COCCO2)cccc1[N+](=O)[O-] | -4 | 1% | -4% | -3% | 4% | -7% | -3.4 | 1%
CCOC(=O)C1CCCN(C(=O)c2sc3nc(-c4ccccc4)cn3c2C)C1 (stereo not given) | / | -7% | 2% | 5% | 9% | 6% | 8.1 | 16%

Exported with two lines to a compound: part of the list above.
Below each compound: PI5P4K alpha inh	WRN inhibitor	PLK1 PBD inh	EPAC1 ag	EPAC1 antag	FUS yeast rescue	IL2 activator	Abeta rescue
- CCOC(=O)c1c(NC(=O)c2c(C)noc2C)sc2c1CCCCC2
 : 8	-9%	-17%	1%	5%	11%	-0.1	-18%
- Nc1n[nH]c(S(=O)(=O)CCCc2ccccc2)n1
 : 1	2%	-8%	-4%	-3%	-5%	1.6	21%

(listing goes on)
SMILES | PI5P4K alpha inh | WRN inhibitor | PLK1 PBD inh | EPAC1 ag | EPAC1 antag | FUS yeast rescue | IL2 activator | Abeta rescue
CCOc1cccc2sc(N(CCCN(C)C)C(=O)c3ccc(C(=O)c4ccccc4)cc3)nc12 | -2 | 2% | -1% | 0% | -20% | ? | -1.9 | 7%
CSc1nnc(-c2ccncc2)n1/N=C/c1cn(-c2ccccc2)nc1-c1ccc(Cl)cc1 | 0 | -3% | 3% | 6% | 4% | -10% | 3.2 | 6%
CCN(CC)C(=O)[C@H]1CC(CC(=O)NCc2ccco2)C(=O)N2CCc3c([nH]c4ccccc34)[C@]12C (stereo not given in full) | -2 | -3% | -16% | -2% | -4% | 15% | 0.7 | -14%
O=C(O)c1cccc(N/N=C/c2cc(Br)cc(Br)c2O)c1 | -27 | ? | 24µM* | -15% | ? | / | 0.1 | -9%
CCC(C)NC(=O)CN(c1ccc2c(c1)OCO2)S(=O)(=O)c1c(C)n[nH]c1C (stereo not given) | -6 | 2% | -15% | -6% | 8% | -4% | -0.2 | 13%
COc1ccc(OCC(=O)Nc2ccc(N3CCN(C(=O)c4ccco4)CC3)cc2)cc1 | 1 | -10% | 3% | 10% | 5% | 13% | -0.7 | -4%
CCOc1ccc([C@@H]2CC=C(C(=O)O)[C@H](c3ccc(Cl)cc3)N2S(=O)(=O)c2ccc(C)cc2)cc1 | -1 | -1% | ? | -11% | ? | 11% | 2.2 | -14%
O=C(NCc1cccnc1)c1ccc(Cl)c(S(=O)(=O)N2CCCCCC2)c1 | 1 | -5% | 27µM* | 5% | -3% | 7% | 0.3 | -16%
COc1ccc(S(=O)(=O)NCc2ccccn2)cc1 | 1 | -1% | -3% | -10% | -6% | -23% | 0.2 | -7%
COc1ccccc1OC(C)C(=O)Nc1ccc2c(c1)OCCO2 (stereo not given) | -4 | 3% | 1% | 5% | -7% | 9% | 0.2 | 7%
CCCCn1c(O)c(N=NC(=O)c2ccncc2)c2cc(Br)ccc21 | -3 | 3% | -3% | -1% | 5% | -5% | 0.3 | -10%
Cc1cc(C)n(-c2nc3c(c(=O)n(C)c(=O)n3C)n2C)n1 | 4 | -5% | -8% | 6% | -20% | 4% | -0.6 | -1%
O=C(CCc1ccc(S(=O)(=O)NCc2ccccc2)cc1)NCc1ccco1 | 7 | -4% | 0% | 4% | 10% | / | -1.8 | 6%
CCc1cccc(CC)c1N(COC)C(=O)Cn1cnc2ccccc21 | -4 | 4% | -5% | 2% | 8% | 11% | -0.1 | 8%
O=C(Nc1nnc(S(=O)(=O)N2CCCCCC2)s1)c1ccc(Br)cc1 | -3 | -1% | -13% | 1% | ? | -19%&-23% | -0.9 | -15%&-7%
CCOc1ccc(C2C3=C(CCCC3=O)OC(N)=C2[N+](=O)[O-])cc1 (stereo not given) | 2 | 0% | -4% | 2% | -3% | 4% | -1.0 | -2%
CCOC(COC(=O)c1ccccc1C(=O)O)c1ccccc1 (stereo not given) | 2 | -13% | 1% | -2% | -6% | 13% | -1.2 | 4%
COc1ccc(CN2CCC(CNS(=O)(=O)c3cccc(C(F)(F)F)c3)CC2)cc1 | 0 | -3% | 1% | -2% | 9% | -10% | 1.6 | 1%
CCc1cccc(C)c1NC(=O)c1ccccc1 | 1 | -14% | -7% | 1% | -4% | 10% | 1.0 | -16%
Cc1cccc(NC(=S)N2CCC(NC(=O)c3cccc(F)c3)CC2)c1 | 2 | 14% | -11% | -5% | -19% | 9% | 1.4 | 4%
COc1cccc(-c2nn3c(-c4cccc(C)c4)nnc3s2)c1 | / | -13% | -7% | -7% | -2% | 21% | 3.2 | -5%
O=C(CCn1cnnn1)Nc1ccc(F)cc1 | 2 | 10% | -26% | 2% | -2% | -5%&5% | -3.3 | 0%&-2%
Fc1ccc(-c2csc(NC(=S)Nc3ccccc3)n2)cc1 | -5 | 0% | ? | 5% | 3% | 20% | -1.1 | 7%
CC(C)(C)c1ccc(C(=S)N2CCN(c3ccccc3)CC2)cc1 | 0 | 0% | 24µM* | -3% | -3% | 22% | -2.6 | ?
COc1cccc(NC(=S)N(CCC(C)C)C2CCN(C(C)=O)CC2)c1 | 9 | -4% | -11% | -4% | -1% | -7% | 0.3 | -18%
COc1ccc(CCN2C(=O)CSC2c2ccc(F)cc2)cc1 (stereo not given) | 1 | 2% | -3% | 6% | -5% | 21% | 0.2 | -6%
CC(=O)N/N=C(\C)CC(=O)Nc1cccc(C(F)(F)F)c1 | 11 | 13% | -10% | -3% | -13% | 22% | 0.2 | -14%
CCOC(=O)C1(CCCc2ccccc2)CCN(C2CCSCC2)CC1 | 1 | 5% | -14% | -15% | -17% | -8% | 1.9 | 0%
Cc1ccccc1NC(=O)N1CCNC(=O)C1CC(=O)Nc1cc(Cl)ccc1Cl (stereo not given) | 6 | -6% | -3% | 14% | -2% | 14% | 0.1 | -4%
CCOC(=O)CC/C(=N\NC(N)=O)c1ccc(OC)c(Cl)c1 | 1 | -24% | -8% | -17% | -5% | -18% | -2.5 | -29%
CCC(=O)N=c1ccn(C2=Nc3ccccc3NC2=C(C#N)C#N)cc1 | -2 | -6% | -7% | 1% | -6% | 6% | -3.0 | 13%
O=C(Nc1ccc(F)c(Cl)c1)c1ccc2c(=O)n3c(nc2c1)CCCCC3 | -8 | 4% | -1% | -8% | 4% | 3% | -3.7 | 22%
N#Cc1ccc(Oc2ccc(C(N)=O)cc2)cc1C#N | 0 | -5% | -7% | 4% | 14% | -5% | -3.1 | 1%
CC1CN(C2CCCCC2)C(=O)NC1=O (stereo not given) | 0 | 10% | -5% | -8% | -9% | -16% | 0.6 | 17%
CCCN1C(=O)c2ccccc2NC1c1ccc(OC)c(CSc2ccccn2)c1 (stereo not given) | 1 | -16% | -6% | -7% | ? | 12% | -0.9 | -8%
CCOC(=O)/C(Sc1nc(-c2ccccc2)cc(-c2ccccc2)c1C#N)=C(\C)O | -1 | -10%[57.1 µM] | -27% | 1% | -4% | 1% | 0.3 | 0%
Cc1cc(C)c(NC(=O)Nc2ccccc2)c(Cl)c1 | 10 | -9% | -11% | 5% | -5% | -2% | -0.5 | 10%
CS/C(Nc1cc(Cl)ccc1Cl)=C(/C#N)C(=O)c1ccco1 | -23 | ? | -19% | -9% | 50µM* | -6% | 1.8 | 15%
O=C(CC(=O)c1ccncc1)c1ccccc1 | 10 | 2% | -5% | -3% | -6% | / | -4.9 | -42%[inhibitor]

An excerpt from above with just Abeta rescue, FUS yeast rescue and EPAC1 antag.
structure	Abeta rescue	FUS yeast rescue	EPAC1 antag
CCOC(=O)CC/C(=N\NC(N)=O)c1ccc(OC)c(Cl)c1	-29%	-18%	-5%
CCOC(=O)/C(Sc1nc(-c2ccccc2)cc(-c2ccccc2)c1C#N)=C(\C)O	0%	1%	-4%

Screening data: PubChem, National Center for Advancing Translational Sciences (NCATS)
